Assay outcomes (PubChem BioAssay)
Cl transport mod – KCC2 cotransporter modulators, thallium flux, primary screen, cell-based, HEK293 KCC2, FluoZin-2 fluorescence, MLSMR; Solute carrier family 12 member 5 (Homo sapiens), Q9H2X9; KCC2 cells, thallium flux FluoZin-2 fluorescence; B-score of Tl+ flux slope (higher = more flux/activation; lower = inhibition) at 10 µM; 190,000 tested, 2.2% active;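 active means thallium flux slope and its plate-corrected score both differing from the plate sample mean at a set confidence after two filtering rounds, in either direction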;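 further: slope of fluorescence scaled to starting intensity during 10 to 20 s after thallium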
eIF4E-4G inh – eIF4E–eIF4G protein interaction inhibitors, primary screen, biochemical, uHTS, TR-FRET, eIF4GI fragment | AID 782, 2007 | 220,000 tested, 0.37% active | Eukaryotic translation initiation factor 4E (Mus musculus) + Eukaryotic translation … | TR-FRET eIF4E-eIF4GI(517-606) binding, 2 h | inhibition, % at 21.7 µM;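 further: 0% = full FRET control wells and 100% = background wells lacking eIF4GI fragment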
Thrombin inh – human alpha-thrombin inhibitors, primary screen, counter-screen for coagulation protease inhibitor project, biochemical, 1536-well, fluorogenic AMC substrate | 220,000 tested, 0.26% active | Boc-VPR-AMC fluorogenic substrate cleavage | Prothrombin (Homo sapiens), P00734 | inhibition, % at 5 µM;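 active means inhibition at or above 40%; inactive means inhibition below 40%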;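 further: 0% = enzyme with no compound and 100% = wells without enzyme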
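System: human alpha-thrombin protein; Compound dosing: one concentration per compound, 5 µM, with 0.2% DMSO; Timing: reaction at room temperature; Technique: AMC fluorescence, 355/460 nm; Controls: enzyme without compound as high, wells lacking enzyme as low.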
KLK5 inh – human KLK5 protease inhibitors, primary screen, biochemical, 1536-well; recombinant hK5, fluorogenic AMC substrate cleavage; AID 873, 2007; Kallikrein-5 (Homo sapiens), Q9Y337; 210,000 tested, 0.59% active; inhibition, % at 5 µM;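 active means inhibition of 40% or more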;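 further: 0% = enzyme controls without compound and 100% = no-enzyme blanks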
Target sequence (Q9Y337 67-293 limits assumed): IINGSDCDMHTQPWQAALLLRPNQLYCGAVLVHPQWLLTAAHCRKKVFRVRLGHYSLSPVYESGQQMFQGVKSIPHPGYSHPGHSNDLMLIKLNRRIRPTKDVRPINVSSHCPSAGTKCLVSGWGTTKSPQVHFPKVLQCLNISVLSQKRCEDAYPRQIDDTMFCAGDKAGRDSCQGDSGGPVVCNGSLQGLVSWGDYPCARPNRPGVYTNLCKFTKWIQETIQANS
p47phox inh – p47phox/p22phox peptide binding inhibitors, primary screen, biochemical, uHTS, NADPH oxidase regulatory subunit. fluorescence polarization, 2 h. inhibition, % at 24.7 µM. 220,000 tested, 0.53% active. AID 1274, 2008;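 further: 0% = p47phox with labelled peptide and 100% = labelled peptide alone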
14-3-3 Bad PPI – inhibitors of 14-3-3 zeta/Bad binding, primary screen, biochemical, TR-FRET, bovine 14-3-3 zeta; 14-3-3 protein zeta/delta (Bos taurus), P63103; TR-FRET 14-3-3zeta/Dy647-pBad peptide displacement, 1 h; inhibition, % at 21.7 µM; 220,000 tested, 0.71% active;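 active means inhibition above about 70%, limit read from the data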;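 further: 0% = full 14-3-3 plus peptide FRET controls and 100% = background without 14-3-3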
Target sequence (P63103 whole entry, looked up): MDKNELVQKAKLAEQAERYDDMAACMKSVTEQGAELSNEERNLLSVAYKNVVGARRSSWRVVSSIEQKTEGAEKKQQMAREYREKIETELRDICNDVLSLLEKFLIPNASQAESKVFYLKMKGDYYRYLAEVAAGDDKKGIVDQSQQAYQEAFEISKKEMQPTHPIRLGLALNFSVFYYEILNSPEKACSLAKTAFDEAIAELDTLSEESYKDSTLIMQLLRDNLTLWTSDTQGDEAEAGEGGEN
EBV gp42 block – Epstein-Barr virus gp42 inhibitors, primary screen, biochemical, uHTS, fluorescence polarization. Glycoprotein 42 (Epstein-Barr virus (strain AG876)), Q1HVG2. Fluorescence polarization binding assay, mP read-out. inhibition, % (tested at 21.74 µM). 220,000 tested, 0.42% active. AID 1085, 2008; in the data active means inhibition above about 50%
Target sequence (Q1HVG2 whole entry, looked up): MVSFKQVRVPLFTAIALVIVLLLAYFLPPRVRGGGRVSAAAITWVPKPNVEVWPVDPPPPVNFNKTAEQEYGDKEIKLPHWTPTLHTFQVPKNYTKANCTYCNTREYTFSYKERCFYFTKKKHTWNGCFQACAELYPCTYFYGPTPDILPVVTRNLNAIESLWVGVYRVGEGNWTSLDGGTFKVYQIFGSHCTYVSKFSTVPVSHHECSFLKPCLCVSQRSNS
Rad51 HR inh – human RAD51 strand exchange inhibitors, primary screen, biochemical, fluorescence | hRad51 DNA strand exchange, fluorescence dequenching | inhibition, % at 10 µM | 200,000 tested, 0.085% active;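 active means inhibition above 40% at the single screening dose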;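 further: 0% = DMSO control wells and 100% = blanks with heterologous ssDNA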
Target sequence (Q06609 whole entry, looked up): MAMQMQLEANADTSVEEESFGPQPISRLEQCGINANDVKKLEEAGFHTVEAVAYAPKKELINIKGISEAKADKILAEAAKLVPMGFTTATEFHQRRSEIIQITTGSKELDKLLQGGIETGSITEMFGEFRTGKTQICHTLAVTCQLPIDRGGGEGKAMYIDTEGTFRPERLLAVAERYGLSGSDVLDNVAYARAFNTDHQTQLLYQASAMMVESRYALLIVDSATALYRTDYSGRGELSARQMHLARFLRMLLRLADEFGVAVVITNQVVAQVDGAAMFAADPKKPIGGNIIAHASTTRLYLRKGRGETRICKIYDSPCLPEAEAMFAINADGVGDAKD
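Test system – preformed human Rad51 ssDNA filaments · Reagent – Donor/quencher-labelled 47-bp dsDNA substrate · Incubation – 37 °C 15-min filament assembly, 30-min compound preincubation, 15-min exchange · Signal – FRET fluorescence dequenching, excitation 485 nm, emission 520 nm · Read-out – percent inhibition from fluorescence, normalised to plate control and blank means · Benchmarks – plate control and blank wells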
Furin inh – human furin inhibitors, primary screen, biochemical, fluorescence intensity. P09958. purified furin, fluorogenic substrate cleavage. inhibition, % at 30 µM. 220,000 tested, 0.061% active. AID 463115, 2010; in the data active means inhibition above about 25%; further: inactives centre near -15
* marks the source's active call; other numbers are inactive results; / = not tested or not shown; [ ] = another dose, or the depositor's remark.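 How the source made its calls, unless noted: active means inhibition above about 30% (limit read from the data); inactive means the rest.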

#1 COc1ccc(-c2n(Cc3ccccc3)c3ccccc3[n+]2Cc2ccccc2)cc1
#2 O=C(NC(Cc1ccc2c(c1)OCO2)C(=O)NC(Cc1ccccc1)C(=O)O)c1ccccc1 (stereo unspecified)
#3 Cc1nn(Cc2ccccc2)c(C)c1C(=O)Nc1ccc(N2CCOCC2)cc1
#4 COC(=O)C(Cc1c[nH]c2ccccc12)NC(=O)CNC(C)=O (stereo unspecified)
#5 O=c1cc(CSc2nnnn2-c2ccccc2)nc2scc(-c3ccccc3)n12
#6 Cc1ccc(-c2nc3c(=O)n(-c4ccccc4)c4c(c(=O)n(C)c(=O)n4C)c3o2)cc1
assay / entry	1	2	3	4	5	6
Cl transport mod	0.26	0.61	0.088	0.0012	-4.7*	0.24
eIF4E-4G inh	4	-3[fluorescence artefact?]	7[fluorescence artefact?]	-4[fluorescence artefact?]	1	7
Thrombin inh	-1	-11	3	4	-1	-5
KLK5 inh	-10	-21	4	-18	1	2
p47phox inh	-24	-8	14	-19	-20	-177
14-3-3 Bad PPI	-13	5[fluorescence artefact?]	-8[fluorescence artefact?]	-14[fluorescence artefact?]	2	-10
EBV gp42 block	-15	-6	-19	-12	-28	10
Rad51 HR inh	-102	/	8	10	-1	-15
Furin inh	-15	-9[20 µM]	-23	-9[20 µM]	-17[20 µM]	2

#7 Cc1cc(C)nc(SC(C(=O)O)c2ccccc2)n1 (stereo unspecified)
#8 Cc1ccccc1NC(=O)C[n+]1cc(-c2ccccc2)n2c1CCC2
#9 Cc1cc(C)c2oc(C(=O)Nc3ccc(S(=O)(=O)Nc4nccs4)cc3)cc(=O)c2c1
#10 O/N=C1\CCCc2nnc3c(c21)CCCC3
#11 COc1ccc(C(=O)CSc2nc3c(c(=O)n(C)c(=O)n3C)n2C)cc1
#12 c1cnc(NC2C3CC4CC(C3)CC2C4)nc1 (stereo unspecified)
assay / entry	7	8	9	10	11	12
Cl transport mod	0.25	-0.39	-1	-0.51	-0.42	0.35
eIF4E-4G inh	7	-5	-3	-1	2	-1
Thrombin inh	0	-4	2	5	-11	1
KLK5 inh	-3	3	8	-8	-6	-12
p47phox inh	-10	-14	-37	4	-15	-2
14-3-3 Bad PPI	-6[fluorescence artefact?]	-2	1	-4	1	2
EBV gp42 block	-4	-7	-3	-16	-16	-25
Rad51 HR inh	2	16	20	3	5	8
Furin inh	-16	-20	-6	-20	0	-16

#13 COc1ccc(-c2noc(CCC(=O)NCc3cc(Br)ccc3OC)n2)cc1
#14 CC1=C(C#N)C(NC(=O)c2ccc(C)cc2)(C(F)(F)F)C(=O)N1 (stereo unspecified)
#15 CCc1ccc(NC(=S)N2CCCCCCC2)cc1
#16 O=C(COC(=O)C1=COCCO1)Nc1cccc(Oc2ccccc2)c1
#17 Cn1cccc1C(=O)NC(=O)COC(=O)c1cc(Cl)ccc1[N+](=O)[O-]
#18 Cc1ccccc1Cn1ccc(NC(=O)c2cc3nc(-c4ccco4)cc(C(F)(F)F)n3n2)n1
assay / entry	13	14	15	16	17	18
Cl transport mod	/	/	-0.24	0.11	/	/
eIF4E-4G inh	0	1	-1	-3	0	/
Thrombin inh	3	4	-12	-1	-2	1
KLK5 inh	-7	-4	-7	0	-3	-39
p47phox inh	-13	-9	-5	1	-9	/
14-3-3 Bad PPI	-12	-2	-8	-8	-6	/
EBV gp42 block	-13	-2	-15	-11	-1	/
Rad51 HR inh	8	/	-4	4	-16	-3
Furin inh	-16[20 µM]	-12[20 µM]	-13	-7[20 µM]	-14	-31

#19 Cc1cc(C)c(S(=O)(=O)NCc2cn3c(C)csc3n2)cc1C
#20 Cc1ccc(C(=O)N/C(=C\c2ccco2)C(=O)NCCCn2ccnc2)cc1C
#21 CCOc1ncccc1C(=O)OCC(=O)Nc1ccc(C(C)C)cc1
#22 CC(C)CC(c1nnnn1C1CCCCC1)N1CCN(c2ncccn2)CC1 (stereo unspecified)
#23 O=[N+]([O-])c1ccc(N2CCCCC2)nc1N1CCCCC1
#24 Cc1cc(NC(=O)CSc2nc3c([nH]c4ccccc43)c(=O)n2-c2cccc(C(F)(F)F)c2)no1
assay / entry	19	20	21	22	23	24
Cl transport mod	-0.91	-0.34	-1.6	0.64	-0.83	-2
eIF4E-4G inh	-7	5	-2	-1	0	-3
Thrombin inh	-3	1	-14	2	4	-3
KLK5 inh	7	10	-8	2	3	-7
p47phox inh	3	-5	1	-11	-10	-5
14-3-3 Bad PPI	-3	-10	-6	5	-5	-10
EBV gp42 block	11	-11	-2	-2	-10	3
Rad51 HR inh	2	6	4	2	-1	-3
Furin inh	-12	-21[20 µM]	-24	-24	9	-11[20 µM]

Continued; it opens with the 4 that closed the last part.
#21 CCOc1ncccc1C(=O)OCC(=O)Nc1ccc(C(C)C)cc1
#22 CC(C)CC(c1nnnn1C1CCCCC1)N1CCN(c2ncccn2)CC1 (stereo unspecified)
#23 O=[N+]([O-])c1ccc(N2CCCCC2)nc1N1CCCCC1
#24 Cc1cc(NC(=O)CSc2nc3c([nH]c4ccccc43)c(=O)n2-c2cccc(C(F)(F)F)c2)no1
#25 O=S(=O)(c1cccc2nsnc12)N1CCN(C/C=C\c2ccccc2)CC1
#26 O=C(Cn1c(C(F)(F)F)nc2ccccc21)NCCN1CCCC1
#27 COCCN1Cc2cccc(C(=O)Nc3cc(OC)ccc3OC)c2C1=O
#28 Cc1ncc(CN2CCN(C(C)C)C(CCO)C2)s1 (stereo unspecified)
#29 C/C(CCc1ccccc1)=N\NC(=O)c1ccccc1
#30 CCN1CCN(C(=O)c2cc(S(=O)(=O)Nc3ccc(S(C)(=O)=O)cc3)ccc2Cl)CC1
assay / entry	21	22	23	24	25	26	27	28	29	30
Cl transport mod	-1.6	0.64	-0.83	-2	-0.15	0.72	0.23	-1.5	-0.25	-0.86
eIF4E-4G inh	-2	-1	0	-3	-2	-3	1	1	-2	2
Thrombin inh	-14	2	4	-3	-2	3	-3	-10	-11	-4
KLK5 inh	-8	2	3	-7	0	0	-38	-5	-17	2
p47phox inh	1	-11	-10	-5	2	-16	-17	4	4	-3
14-3-3 Bad PPI	-6	5	-5	-10	-13	-6[fluorescence artefact?]	-4	-9	-9[fluorescence artefact?]	-7
EBV gp42 block	-2	-2	-10	3	-8	-13	-1	-4	-4	-17
Rad51 HR inh	4	2	-1	-3	0	/	/	-9	9	-6
Furin inh	-24	-24	9	-11[20 µM]	-3[20 µM]	-20[20 µM]	-17	-18	-15	-31

#31 CCn1cc(C=C2C(=O)c3ccccc3C2=O)c2ccccc21
#32 CC(C)C(=O)OCC(=O)Nc1ccc2c(c1)CCC2
#33 Cc1cccc(OCC(=O)Nc2cccc(O)c2)c1
#34 COc1ccccc1C(=O)NNC(=S)NC(=O)c1ccco1
#35 Oc1ccccc1C1=Nc2ccccc2N=C(c2cccs2)C1
#36 CCOc1nc(Nc2ccc(OC)cc2)nc(N2CCOCC2)n1
assay / entry	31	32	33	34	35	36
Cl transport mod	-0.015	1.1	0.66	16*	-0.14	0.4
eIF4E-4G inh	-230[fluorescence artefact?]	7	-2	3	1	1
Thrombin inh	7	6	12	-7	2	-2
KLK5 inh	-19	-2	26	-4	3	-2
p47phox inh	75*	-1	5	-5	-12	-2
14-3-3 Bad PPI	-306	-3	8	-2[fluorescence artefact?]	6	-7
EBV gp42 block	8	-6	-18	-2	2	-21
Rad51 HR inh	-19	/	-5	-7	-2	-41
Furin inh	-15	-17[20 µM]	-18[20 µM]	-15	-9[20 µM]	-22

#37 C=CCOc1ccc(C2NC(=S)NC3=C2CCc2ccccc23)cc1 (stereo unspecified)
#38 NNC(=O)c1cccc(Cn2cc(Br)c([N+](=O)[O-])n2)c1
#39 COC(=O)C(Nc1ccccc1Cl)(c1cc(C)c(O)c(C)c1)C(F)(F)F (stereo unspecified)
#40 FC(F)(F)c1cccc(-n2cccc2/C=N/n2cnnc2)c1
#41 CC(CC(=O)NCc1ccccc1)C1CCCO1 (stereo unspecified)
#42 CC(=O)Nc1ccc(S(=O)(=O)Nc2ccc(NC(=O)c3ccco3)cc2)cc1
assay / entry	37	38	39	40	41	42
Cl transport mod	-0.49	0.23	-1.8	-0.7	/	0.46
eIF4E-4G inh	2	2	0	-7[fluorescence artefact?]	5[fluorescence artefact?]	3
Thrombin inh	-5	-2	-5	4	2	-4
KLK5 inh	6	1	-16	-2	-11	1
p47phox inh	-17	-14	-6	-8	-1	-7
14-3-3 Bad PPI	-10	-8	-3	15[fluorescence artefact?]	3	-6
EBV gp42 block	-4	-16	3	-32	-18	8
Rad51 HR inh	9	-2	-4	4	2	1
Furin inh	-23	-10	2[20 µM]	-4	-8[20 µM]	-28[20 µM]

#43 CCOC(=O)C1=C(N)OC2=C(C(=O)CCC2)C1c1ccccc1OCC (stereo unspecified)
#44 Cn1ncc(Cl)c1C(=O)N/N=C/c1cccc(OC2CSC2)c1
#45 O=C1C(C=Nc2ccccc2)=C(O)c2ccccc21
#46 CCC1(c2ccccc2)NC(=O)N(CC(=O)Nc2ccc3c(c2)OCO3)C1=O (stereo unspecified)
#47 COc1ccc(S(=O)(=O)N[C@H](C(=O)N2CC[C@@]3(O)CCCC[C@H]3C2)c2ccccc2)cc1
#48 COc1ccc(-c2c(C)nn3c(N4CCN(Cc5ccccc5)CC4)cc(C)nc23)cc1OC
assay / entry	43	44	45	46	47	48
Cl transport mod	-2.6	-2.8	/	/	/	-2.3
eIF4E-4G inh	-7	-4	1	3	-3	2[fluorescence artefact?]
Thrombin inh	-5	13	3	-2	3	-6
KLK5 inh	-22	-2	1	0	-13	-10
p47phox inh	2	8	-8	-5	-7	-1
14-3-3 Bad PPI	-3	-4	7	7	0	2[fluorescence artefact?]
EBV gp42 block	1	12	-15	6	-10	5
Rad51 HR inh	-3	/	5	2	/	-2
Furin inh	-21	-20	-7[20 µM]	-29	-14	-21

#49 COc1ccc(S(=O)(=O)N(CC(=O)Nc2ccc(S(=O)(=O)N3CCOCC3)cc2)c2ccccc2)cc1
#50 O=C(c1ccccc1)c1nc2ccccc2n(CCCn2c(=O)c(C(=O)c3ccccc3)nc3ccccc32)c1=O
#51 Fc1ccc(NCc2nnc(SCc3nnc(-c4ccccc4)o3)n2Cc2ccccc2)cc1
#52 Cc1cc(C)c(S(=O)(=O)c2ccccc2)c(OC(=O)c2cc(F)c(F)cc2Cl)n1
assay / entry	49	50	51	52
Cl transport mod	0.88	1.1	-1.6	-0.0032
eIF4E-4G inh	4	-2	-7	10
Thrombin inh	-8	-5	-1	-5
KLK5 inh	-5	-1	-13	-14
p47phox inh	-12	-17	-1	-12
14-3-3 Bad PPI	2	3	5	45
EBV gp42 block	5	-17	-14	8
Rad51 HR inh	-24	-7	1	-4
Furin inh	-7	-11[20 µM]	-13	-17[20 µM]

Random draw from the library. About 4.7% of those tested had a hit in this group.
